14-3-3 Bad PPI – inhibitors of 14-3-3 zeta/Bad binding, primary screen, biochemical, TR-FRET, bovine 14-3-3 zeta; 14-3-3 protein zeta/delta (Bos taurus), P63103; TR-FRET 14-3-3zeta/Dy647-pBad peptide displacement, 1 h; inhibition, % at 21.7 µM; hit rate 0.71% among 220,000;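 active means inhibition above about 70%, limit read from the data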;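 further: 0% = full 14-3-3 plus peptide FRET controls and 100% = background without 14-3-3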
Target sequence (P63103 whole entry, looked up): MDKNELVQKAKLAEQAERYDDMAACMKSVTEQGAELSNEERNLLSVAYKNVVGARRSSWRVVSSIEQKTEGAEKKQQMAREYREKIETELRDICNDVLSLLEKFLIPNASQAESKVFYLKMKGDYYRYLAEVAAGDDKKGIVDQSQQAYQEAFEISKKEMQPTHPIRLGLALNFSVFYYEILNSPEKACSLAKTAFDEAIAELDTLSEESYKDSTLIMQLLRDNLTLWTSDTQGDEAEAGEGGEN
FXIa inh 1536 – human FXIa protease inhibitors, primary screen, biochemical, 1536-well | Coagulation factor XI (Homo sapiens), P03951 | purified FXIa, Boc-Glu-Ala-Arg-AMC fluorogenic substrate | inhibition, % at 5 µM | hit rate 0.14% among 220,000;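 active means inhibition of at least 40%; inactive means inhibition below 40%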;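 further: fluorescence of freed AMC excited at 355 nm; 0% = enzyme without compound and 100% = no enzyme blank; many of its hits are not listed in these tables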
Rad51 HR inh – human RAD51 strand exchange inhibitors, primary screen, biochemical, fluorescence; hRad51 DNA strand exchange, fluorescence dequenching; hit rate 0.085% among 200,000; inhibition, % at 10 µM; AID 1385, 2008; DNA repair protein RAD51 homolog 1 (Homo sapiens), Q06609;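 active means inhibition above 40% at the single screening dose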;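 further: 0% = DMSO control wells and 100% = blanks with heterologous ssDNA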
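Material: human Rad51–ssDNA filaments; Probe or stimulus: labelled 47-mer dsDNA for strand exchange; Doses: single 10 µM dose; Incubation: 37 °C 15-min filament assembly, 30-min compound preincubation, 15-min exchange; Technique: FRET fluorescence dequenching, excitation 485 nm, emission 520 nm; Measure: Fluorescence-based percent inhibition, control- and blank-normalised; Benchmarks: plate control and blank wells.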
MDM2 E3 inh – MDM2-luciferase reporter signal enhancers, primary screen, MDM2 E3 ligase inhibitor project, cell-based, luminescence, 1536-well; cell-based MDM2 ubiquitination luciferase reporter, 2 h; 0 = plate control, 100 = twice control, blank-subtracted; signal enhancement, % at 5 µM; hit rate 0.11% among 210,000;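 active means signal enhancement of 30% or more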;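 further: luminescence tracks abundance of the self-degrading MDM2-luciferase fusion protein; higher signal means inhibition of MDM2 E3 ligase activity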
Target sequence (Q00987 whole entry, looked up, the tested form may be a part): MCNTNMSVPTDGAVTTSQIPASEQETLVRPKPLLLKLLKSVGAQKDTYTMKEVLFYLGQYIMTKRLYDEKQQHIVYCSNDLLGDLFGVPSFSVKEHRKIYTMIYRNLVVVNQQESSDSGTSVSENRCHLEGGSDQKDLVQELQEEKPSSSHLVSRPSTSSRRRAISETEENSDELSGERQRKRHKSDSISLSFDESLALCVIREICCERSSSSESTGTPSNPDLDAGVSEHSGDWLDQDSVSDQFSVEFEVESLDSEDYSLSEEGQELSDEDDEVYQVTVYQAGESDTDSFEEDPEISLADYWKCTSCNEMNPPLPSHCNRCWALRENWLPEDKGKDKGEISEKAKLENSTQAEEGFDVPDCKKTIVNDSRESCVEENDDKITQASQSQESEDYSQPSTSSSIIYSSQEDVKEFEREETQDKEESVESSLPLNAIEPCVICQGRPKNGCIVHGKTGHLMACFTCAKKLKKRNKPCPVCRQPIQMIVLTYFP
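test system = mammalian cells stably expressing self-ubiquitinating, self-degrading MDM2 E3–luciferase fusion | quantity = 2000 cells/well | incubation = cell settling 4 h, compound treatment 2 h, both 37 °C | signal = luminescence with SteadyLite reagent, 15 min at room temperature | evaluation = % enhancement relative to plate controls after blank subtraction | benchmarks = plate controls and plate blanks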
p97 ATPase inh – inhibitors of human p97 ATPase, primary screen, biochemical | Transitional endoplasmic reticulum ATPase (Homo sapiens), P55072 | hit rate 0.42% among 220,000 | inhibition, % at 8 µM | AID 1481, 2009 | recombinant p97 ATPase, Kinase-Glo ATP luminescence, 3 h; in the data active means inhibition above about 15%;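 further: 0% = DMSO vehicle and 100% = wells lacking enzyme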
Wee1 stabilizer – Wee1 degradation inhibitors, primary screen, cell-based, HeLa, Wee1K328M-luciferase, luminescence; HeLa Luc-Wee1K328M stability; 100% = proteasome inhibitor MG132 effect; reporter increase, % at 5 µM; hit rate 1.2% among 220,000; AID 1321, 2008;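 active means activation above the mean of all tested compounds plus 3 SD, set per screening run, cut at about 8.8% in these data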;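 further: cells exposed to compound for 20 h before luminescence read; 0% = DMSO alone and 100% = MG132 at 30 µM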
eIF4E-4G inh – eIF4E–eIF4G protein interaction inhibitors, primary screen, biochemical, uHTS, TR-FRET, eIF4GI fragment. Eukaryotic translation initiation factor 4E (Mus musculus) + Eukaryotic translation …. TR-FRET eIF4E-eIF4GI(517-606) binding, 2 h. inhibition, % at 21.7 µM. hit rate 0.37% among 220,000. AID 782, 2007;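 active means inhibition above about 30%, limit read from the data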;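 further: 0% = full FRET control wells and 100% = background wells lacking eIF4GI fragment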
KLK5 inh – human KLK5 protease inhibitors, primary screen, biochemical, 1536-well; recombinant hK5, fluorogenic AMC substrate cleavage; hit rate 0.59% among 210,000; inhibition, % at 5 µM;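 active means inhibition of 40% or more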;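 further: 0% = enzyme controls without compound and 100% = no-enzyme blanks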
Target sequence (Q9Y337 67-293 limits assumed): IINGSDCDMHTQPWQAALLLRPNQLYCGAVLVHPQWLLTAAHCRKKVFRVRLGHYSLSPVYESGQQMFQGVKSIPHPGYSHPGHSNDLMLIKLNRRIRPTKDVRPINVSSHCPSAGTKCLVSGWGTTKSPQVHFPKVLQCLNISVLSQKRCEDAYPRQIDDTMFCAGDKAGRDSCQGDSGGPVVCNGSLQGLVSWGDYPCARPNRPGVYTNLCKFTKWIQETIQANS
FXIIa inh 1536 – human FXIIa protease inhibitors, primary screen, biochemical, 1536-well | purified FXIIa, Boc-QGR-AMC fluorogenic substrate, 2 h | inhibition, % at 5 µM | hit rate 0.3% among 220,000; in the data active means inhibition above about 40%;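 further: 0% = enzyme with no compound and 100% = blank without enzyme; many of its hits are not listed in these tables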
The depositor's hits bear a star; i = inactive; x = not tested or not shown; [ ] = dose if it differs, or a comment.

1) O=C(N/N=C/c1ccc(N2CCOCC2)o1)c1cccc([N+](=O)[O-])c1
2) CCSc1nc2sc3c(c2c(=O)[nH]1)CC(C)(CC)OC3 (stereo not drawn)
3) N#Cc1c(Nc2ccccc2)sc(C(=O)c2ccccc2)c1N
4) COC(=O)c1cc(Br)ccc1-c1ccc(/C=N/n2nnnc2N)o1
5) Cc1cc2occ(CC(=O)NC3=NCCS3)c2cc1C(C)C
6) CCC(C(=O)NC(C)(C)C)N(C(=O)Cn1nnc(-c2ccccc2F)n1)c1cccc2c1CCCC2 (stereo not drawn)

Compound | 1 | 2 | 3 | 4 | 5 | 6
14-3-3 Bad PPI | 1 | -4[fluorescence artefact?] | -8 | -10 | -1 | 4
FXIa inh 1536 | 12 | -4 | -4 | 4 | -4 | 17
Rad51 HR inh | 11 | 2 | 5 | 4 | -5 | 2
MDM2 E3 inh | -47 | -4 | -2 | x | 5 | -13
p97 ATPase inh | -4 | 6 | -3 | 1 | -7 | 3
Wee1 stabilizer | -1 | -4 | -1 | -1 | 0 | -1
eIF4E-4G inh | -2 | -1 | 13[fluorescence artefact?] | 27 | -2 | 4
KLK5 inh | 23 | 4 | 9 | 1 | -11 | 0
FXIIa inh 1536 | 16 | -4 | -6 | 14 | -6 | 24

7) NNC(=O)COc1ccc(F)cc1
8) Cc1ccc(CSc2nnc(-c3ccncc3)o2)c(C)c1
9) O=CNC(Cc1ccccc1)C(=O)O (stereo not drawn)
10) CC(=O)NN1C(=O)c2ccccc2NC1c1ccccn1 (stereo not drawn)
11) COc1ccc2c(CC(=O)Nc3cccc(S(=O)(=O)N4CCOCC4)c3)coc2c1
12) COc1cc(NC(=O)c2onc(C)c2Cl)c(OC)cc1Cl

Compound | 7 | 8 | 9 | 10 | 11 | 12
14-3-3 Bad PPI | -7[fluorescence artefact?] | -17 | 4 | 12 | -9 | -3
FXIa inh 1536 | -12 | 0 | 2 | -7 | -16 | -6
Rad51 HR inh | -4 | -9 | 0 | x | -14 | 6
MDM2 E3 inh | -16 | -15 | -19 | -9 | -18 | -8
p97 ATPase inh | -1 | -2 | 4 | -1 | 2 | 6
Wee1 stabilizer | 1 | 5 | 5 | 2 | 2 | 1
eIF4E-4G inh | 1[fluorescence artefact?] | -1 | -6 | -3 | 0[fluorescence artefact?] | -2
KLK5 inh | -1 | 2 | -11 | -9 | -5 | -1
FXIIa inh 1536 | 2 | 10 | 12 | -3 | 4 | 1

Single entries from the list:
CC(=O)NN1C(=O)c2ccccc2NC1c1ccccn1 (stereo not drawn) in MDM2 E3 inh is listed with -9
CCSc1nc2sc3c(c2c(=O)[nH]1)CC(C)(CC)OC3 (stereo not drawn) in FXIa inh 1536 is listed with -4
O=C(N/N=C/c1ccc(N2CCOCC2)o1)c1cccc([N+](=O)[O-])c1 in Wee1 stabilizer is listed with -1
COc1cc(NC(=O)c2onc(C)c2Cl)c(OC)cc1Cl in FXIa inh 1536 is listed with -6
COc1ccc2c(CC(=O)Nc3cccc(S(=O)(=O)N4CCOCC4)c3)coc2c1 in FXIa inh 1536 is listed with -16
NNC(=O)COc1ccc(F)cc1 in MDM2 E3 inh is listed with -16

Carrying on.
13) Cc1cc(C(=O)Nc2ccc3c(c2)OCCO3)c2ccccc2n1
14) COCCn1c(C)cc(C(=O)CSc2nc3ccccc3c(=O)n2C(C)COC)c1C (stereo not drawn)
15) Cc1cccc(Oc2cc([N+](=O)[O-])cc3c2C(=O)Nc2ccccc2O3)c1
16) O=C(NCc1ccco1)c1cc2nc(C3CC3)cc(C(F)(F)F)n2n1
17) Cc1sc(-c2ccccn2)nc1OC(=O)c1cccc(Cl)c1Cl
18) Cc1ccc(NC(=O)CN2CCN(CCN=CC3=C(O)CC(c4ccc(C)cc4)CC3=O)CC2)cc1 (stereo not drawn)

Compound | 13 | 14 | 15 | 16 | 17 | 18
14-3-3 Bad PPI | -6 | -14 | 3 | 3 | 24[fluorescence artefact?] | -11
FXIa inh 1536 | 1 | -4 | 24 | -3 | 2 | 1
Rad51 HR inh | -190 | -11 | -15 | 12 | -6 | -9
MDM2 E3 inh | -7 | -11 | 0 | 4 | -10 | -1
p97 ATPase inh | -1 | -3 | -3 | 3 | 4 | 1
Wee1 stabilizer | -1 | 2 | 0 | 1 | 3 | 1
eIF4E-4G inh | 1 | -2 | 3[fluorescence artefact?] | 1 | -31[fluorescence artefact?] | 2
KLK5 inh | 0 | -3 | -7 | -2 | -13 | 5
FXIIa inh 1536 | 10 | 2 | 7 | 13 | 13 | 8

19) COc1ccc(OC)c(C2=NOC(C(=O)NCc3cccs3)C2)c1 (stereo not drawn)
20) COc1ccccc1C(=O)n1nc(-c2cccnc2)nc1NCc1ccccc1
21) CC(C)NC(=O)c1sc2nc3c(c(-c4cccs4)c2c1N)CN(C)CC3
22) CC(=O)Nc1ccc(N(C(=O)CNC(=O)c2ccco2)C(C(=O)NCc2ccco2)c2ccccc2)cc1 (stereo not drawn)
23) Cc1cc(C(F)(F)F)nn1CC(=O)NCc1ccccc1
24) CCN1C(=O)N(CC)C2C1N(C(C)=O)C(=O)N2C(C)=O (stereo not drawn)

Compound | 19 | 20 | 21 | 22 | 23 | 24
14-3-3 Bad PPI | -12 | -1 | 3 | -4 | -5 | 4
FXIa inh 1536 | 0 | 15 | -5 | 2 | 4 | 7
Rad51 HR inh | -11 | 11 | -12 | -7 | 14 | 13
MDM2 E3 inh | -9 | -3 | 4 | -8 | -2 | 15
p97 ATPase inh | 2 | 1 | -2 | 5 | 1 | 4
Wee1 stabilizer | 0 | -2 | 0 | 2 | -1 | 1
eIF4E-4G inh | 3 | 2 | -1 | 4 | -8 | -2
KLK5 inh | -1 | 0 | 1 | 2 | -4 | 6
FXIIa inh 1536 | 10 | 3 | 6 | 11 | 15 | 12

25) COc1cc(OC)cc(C(=O)Nc2nnc(-c3cccnc3)o2)c1
26) COc1ccccc1C(=O)Nc1sc2c(c1C(=O)NCc1ccco1)CCCC2
27) Cc1sc2nc(COC(=O)C(NC(=O)c3ccc(Cl)cc3Cl)C(C)C)[nH]c(=O)c2c1C (stereo not drawn)
28) NC(=O)c1ccc(N2CCN(c3ccccc3O)CC2)c([N+](=O)[O-])c1
29) Cc1nc(C(=O)NNC(=O)Nc2ccc(Cl)cc2)cs1
30) CN(C)S(=O)(=O)c1ccc(C(=O)NCCOc2ccc(F)cc2)cc1

Compound | 25 | 26 | 27 | 28 | 29 | 30
14-3-3 Bad PPI | 2 | x | -22 | 3 | -2 | 3
FXIa inh 1536 | -3 | -2 | 1 | 14 | -1 | 16
Rad51 HR inh | 7 | -6 | -22 | -21 | x | 9
MDM2 E3 inh | 1 | -7 | -9 | -11 | 1 | -20
p97 ATPase inh | 1 | 4 | 3 | -4 | 7 | -7
Wee1 stabilizer | 0 | 2 | 0 | -2 | 0 | 3
eIF4E-4G inh | -1 | x | 11 | 1 | 3 | -6
KLK5 inh | -10 | -19 | -16 | 9 | -6 | -8
FXIIa inh 1536 | 8 | 4 | 15 | 28 | 8 | 21

31) Cc1nnc(NC(=O)CSc2nc(C(C)C)nc3sc(C)c(C)c23)s1
32) N#Cc1ccc(CSc2nnc3[nH]c(=O)cc(N)n23)cc1
33) O=C(NCCN1CCCCC1)c1ccc2c(c1)OCCO2
34) Cc1ccc(NC(=O)c2ccc(OC(=S)N3CCOCC3)cc2)cc1
35) c1ccc(-c2csc(Nc3ncccn3)n2)cc1
36) CCc1nnc(NC(=O)Nc2ccccc2OC)s1

Compound | 31 | 32 | 33 | 34 | 35 | 36
14-3-3 Bad PPI | 12 | -16 | 1 | -4 | -1 | -12
FXIa inh 1536 | -1 | -5 | -3 | 0 | 5 | 2
Rad51 HR inh | 9 | i | 4 | 8 | 4 | 2
MDM2 E3 inh | -10 | -5 | 0 | -4 | -25 | 28
p97 ATPase inh | 6 | 4 | -3 | 1 | 13 | 0
Wee1 stabilizer | 1 | -2 | 1 | 0 | 0 | 2
eIF4E-4G inh | 8 | -2 | -14 | -5 | -2 | 6
KLK5 inh | -27 | -6 | -4 | -6 | 14 | 3
FXIIa inh 1536 | 11 | 2 | 11 | 16 | 11 | 15

Two entries picked at random from those above:
17) Cc1sc(-c2ccccn2)nc1OC(=O)c1cccc(Cl)c1Cl
31) Cc1nnc(NC(=O)CSc2nc(C(C)C)nc3sc(C)c(C)c23)s1

Compound | 17 | 31
14-3-3 Bad PPI | 24[fluorescence artefact?] | 12
FXIa inh 1536 | 2 | -1
Rad51 HR inh | -6 | 9
MDM2 E3 inh | -10 | -10
p97 ATPase inh | 4 | 6
Wee1 stabilizer | 3 | 1
eIF4E-4G inh | -31[fluorescence artefact?] | 8
KLK5 inh | -13 | -27
FXIIa inh 1536 | 13 | 11

More records:
37) COC(=O)C1CCN(CC(=O)Nc2cc(Cl)ccc2OC)CC1
38) COC(=O)CNC(c1ccccc1)c1cc(Cl)ccc1NC(=O)c1cccc(Cl)c1 (stereo not drawn)
39) COc1cccc(/C=C2\C(=O)C(=O)c3ccccc32)c1
40) Cc1nnc(SCc2ccccc2)nc1/C=C/NOCc1ccc(Cl)cc1Cl
41) Cc1ccc(N2CCCCn3c2nc2c3c(=O)[nH]c(=O)n2C)cc1
42) CCOC(=O)c1c(NC(=O)OC)sc2c1CCC2

Compound | 37 | 38 | 39 | 40 | 41 | 42
14-3-3 Bad PPI | -6 | -13 | 7[fluorescence artefact?] | 7 | -5 | -6
FXIa inh 1536 | -2 | -2 | 10 | -23 | 10 | 4
Rad51 HR inh | x | 5 | -6 | 0 | -23 | 0
MDM2 E3 inh | -14 | 12 | 8 | 3 | -6 | -10
p97 ATPase inh | -3 | -1 | 3 | 2 | 1 | -1
Wee1 stabilizer | -2 | -2 | 2 | 3 | 0 | 0
eIF4E-4G inh | -3 | 15[fluorescence artefact?] | 4[fluorescence artefact?] | 2 | 4 | 2
KLK5 inh | -3 | -14 | 3 | 4 | -24 | -1
FXIIa inh 1536 | 5 | 2 | 18 | 10 | 7 | -8

43) CCNS(=O)(=O)c1ccc(CCC(=O)Nc2ccc(C(=O)OC)cc2)cc1
44) O=C(C1CCCN1S(=O)(=O)c1cccc2cccnc12)N1CCn2c1nc1ccccc12 (stereo not drawn)
45) Cc1cccc(C)c1OCC(C)N (stereo not drawn)
46) CC(=O)c1cccc(NC(=O)C2CCN(S(=O)(=O)c3ccc(C)cc3)CC2)c1

Compound | 43 | 44 | 45 | 46
14-3-3 Bad PPI | -6 | 0 | 7 | -7[fluorescence artefact?]
FXIa inh 1536 | -3 | 4 | 0 | 7
Rad51 HR inh | 9 | 2 | 6 | -1
MDM2 E3 inh | -8 | -21 | -5 | 5
p97 ATPase inh | 4 | 1 | x | 0
Wee1 stabilizer | -2 | 0 | x | 0
eIF4E-4G inh | 5 | -3 | 85* | 3
KLK5 inh | -3 | -6 | -1 | -5
FXIIa inh 1536 | 2 | 16 | 4 | 15

High-throughput results deposited in PubChem by several laboratories.
